TDP1 inh: qHTS Assay for Inhibitors of Tyrosyl-DNA Phosphodiesterase (TDP1); Tyrosyl-DNA phosphodiesterase 1 (Homo sapiens), Q9NUW8; recombinant TDP1, AlphaScreen DNA substrate cleavage; Potency, µM (series often up to 130 µM), inactives show at the highest dose activity change, negative = inhibition, actives largely listed as inhibitors; 0.28% of 350,000 active; further: nearly all actives have a fitted effect of over 40% in size
Target sequence (Q9NUW8 whole entry, looked up): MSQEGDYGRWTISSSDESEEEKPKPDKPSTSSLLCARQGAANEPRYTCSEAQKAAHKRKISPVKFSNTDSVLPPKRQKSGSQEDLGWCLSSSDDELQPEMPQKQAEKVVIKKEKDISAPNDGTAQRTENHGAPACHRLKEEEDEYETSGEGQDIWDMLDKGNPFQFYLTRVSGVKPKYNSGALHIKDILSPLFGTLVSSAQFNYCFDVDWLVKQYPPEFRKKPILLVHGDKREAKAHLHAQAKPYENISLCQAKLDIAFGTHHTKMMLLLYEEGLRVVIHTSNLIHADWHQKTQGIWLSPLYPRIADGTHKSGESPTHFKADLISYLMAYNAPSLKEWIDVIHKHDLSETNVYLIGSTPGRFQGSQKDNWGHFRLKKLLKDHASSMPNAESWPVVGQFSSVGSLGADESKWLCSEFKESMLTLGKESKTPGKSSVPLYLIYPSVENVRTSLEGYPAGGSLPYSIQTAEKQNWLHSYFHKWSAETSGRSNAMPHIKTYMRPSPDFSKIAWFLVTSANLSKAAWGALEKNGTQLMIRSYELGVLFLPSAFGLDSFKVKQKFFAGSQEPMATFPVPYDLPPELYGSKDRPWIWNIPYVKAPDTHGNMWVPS
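Recombinant human Tdp1 (E. coli-expressed, 1 nM final) preincubated with compounds 15 min at room temperature, then 5'-biotin/3'-phosphotyrosine-FITC DNA substrate (15 nM final) added for 5 min. AlphaScreen beads (10 ug/ml final) added 10 min; cleavage lowers signal.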
KAT2A inh: qHTS Assay for Inhibitors of GCN5L2; 0.21% of 390,000 active; Histone acetyltransferase KAT2A (Homo sapiens), Q92830; Potency, µM (highest dose often 58.9 µM), for inactives: at the highest dose activity change, negative = inhibition, usual class: inhibitors; GCN5L2 HAT assay, ThioGlo1 CoA-SH fluorescence
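ThioGlo1-coupled HAT assay: 20nM GCN5L2, 70uM acetyl-CoA, 75uM H3(1-25) peptide, pH 7.5. Fluorescence read at 340/540nm at start and after 20 min at room temperature.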
DT40 TDP1 no CPT: qHTS for Inhibitors of human tyrosyl-DNA phosphodiesterase 1 (TDP1): qHTS in cells in absence of CPT. DT40 Tdp1-/- hTDP1 cells, no CPT, ATP luminescence, 48 h. Potency, µM (series often up to 46.2 µM), for inactives: at the highest dose activity change, negative = growth inhibition, actives largely listed as inhibitors. 15% of 420,000 active; further: nearly all actives have a fitted effect of over 55% in size
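Cells were dispensed at 400 per well, compounds added by pin tool, plates incubated ≥48 hr at 37 °C, then CellTiter-Glo added for 30 min at room temperature before luminescence reading. Line: DT40 Tdp1-/- complemented with hTDP1; camptothecin omitted.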
* = called active by the depositor; ? = inconclusive; . = not tested or not shown; [ ] = another dose, or the depositor's remark. The call rests on the fitted dose curve; in most records, active means well fitted curve in the direction sought with a large enough effect; inconclusive means small, poorly fitted or top-dose-only effect, or another doubt; inactive means no such curve, though single readings can be large; an effect the other way counts as inactive or inconclusive. On the % scale 0 is the no-effect control and ±100 the full control effect; potency means the concentration at half of the fitted maximal effect. The list is partial; rates above refer to the full screens.

smiles	TDP1 inh	KAT2A inh	DT40 TDP1 no CPT
CC(=O)NC1=NN(C(C)=O)C(c2cccc([N+](=O)[O-])c2)S1 (stereo unspecified)	3%	1%	-24%
COc1ccc(C2C(C(=O)c3cccs3)=C(O)C(=O)N2CCN2CCOCC2)c(OC)c1 (stereo unspecified)	.	-6%	14%
Cc1ccc(SCC(=O)N(C)C2CCS(=O)(=O)C2)cc1 (stereo unspecified)	0%	-3%	6%
C=CCn1c(SCC(=O)N2CC(=O)Nc3ccccc32)nc2scc(-c3cccs3)c2c1=O	5%	-11%	18µM*
COc1ccc(OCCOc2ccc(N(C)S(=O)(=O)c3ccccc3)cc2)cc1	0%	-3%	?
Cc1cc(C(=O)NC2CCCN(Cc3ccc(Cl)cc3)C2)no1 (stereo unspecified)	3%[56.1 µM]	-9%	-6%
COC(=O)c1c(NC(=O)Cc2coc3cc(C)cc(C)c23)sc2c1CCC2	-5%	-7%	?
CC1(C)CC(=O)N(c2ccc(C#N)cc2)C(=O)C1	0%	-18%	22%
COc1cccc(CNC(=O)CCC2CCCN(Cc3cc4ccccc4o3)C2)c1 (stereo unspecified)	-5%	4%	26µM*
O=C(CCNC(=O)c1ccc(Cl)cc1)Nc1nc2ccccc2[nH]1	1%	0%	8%
Cc1ccccc1[C@@H](NC(=O)OC(C)(C)C)C(=O)OC(C)(C)C	-2%	-1%	-23%
CCN(CC)C(=O)CSC1=Nc2ccccc2C2=NC(Cc3c[nH]c4ccccc34)C(=O)N12 (stereo unspecified)	7%	1%	?
CCSc1nc(-c2ccccc2)c(C#N)c(=O)[nH]1	-3%	-7%	2%
O=S(=O)(NCc1ccccn1)c1ccc(F)cc1	1%	1%	-2%
O=C(N/N=C/c1ccc(O)cc1)c1cc(-c2ccccc2)nc2ccccc12	.	-5%	?
Cc1cc(C(F)(F)F)nn1Cc1n[nH]c(=S)n1Cc1ccccc1	2%	2%	-6%
Cc1ccc(-c2nnc(SCC(=O)NCCN3C(=O)CSC3=O)n2C)cc1	0%	-10%	1%
CCC(C)[C@H]1CNCCN1CCc1cc(C(F)(F)F)cc(C(F)(F)F)c1 (stereo partly specified)	-16%	-20%	18µM*
O=C(O)C1C2C=CC3(CN(CC(O)COc4ccccc4)C(=O)C13)O2 (stereo unspecified)	1%	-2%	3%
O=C1c2ccccc2C(O)(Cc2ccccc2)N1c1ccc2c(c1)OCO2 (stereo unspecified)	4%	-3%	?
CN(C)C(=S)Nc1ccc(Br)cc1Cl	6%	-1%	4%
CSc1nsc(SCc2cnc(C)nc2N)n1	0%	-2%	5%
COc1cc(OC)cc(-c2c(C#Cc3ccsc3)c3cc(-c4cc(OC)c(OC)c(OC)c4)ccc3n2C)c1	0%	-15%	-21%
CC1=CCC2C(=O)N(c3ccc(C(=O)Nc4ccccc4Cl)cc3)C(=O)C2C1 (stereo unspecified)	.	1%	-19%
COc1ccc(C2CC(=O)C3=C(C2)Nc2ncnn2C3c2ccccc2C)c(OC)c1 (stereo unspecified)	5%	-5%	-23%
CCOc1ccc(-c2cnc3n2CCCCC3)cc1	6%	1%	-25%
CCOC(=O)c1ccc(NC(=O)CC2C(=O)N(c3ccc(F)cc3)C(=O)N2Cc2cccnc2)cc1 (stereo unspecified)	3%	4%	15µM*
COc1ccc(-c2cn(Cc3ccc(C(N)=O)cc3)c(-c3ccc(Cl)nc3)n2)cc1	5%	-2%	-5%
COc1ccc(N2CCN(S(=O)(=O)c3c(C)[nH]c(C)c3C(=O)N3CCCC3)CC2)cc1	5%	-10%	11%
CCOc1cc(NC(=S)Nc2ccccc2OC)c(OCC)cc1NC(=O)c1ccccc1C	10%	-17%	?
COc1ccc(C(=O)CC(=O)c2ccccc2O)cc1	.	-9%	?
CCc1c(C)c2cc(Cl)c(O)c(CN(C)C)c2oc1=O	2%	28µM*	-4%
CCn1cc2nc(SCc3cc(C)ccc3C)n(CCc3ccccc3)c(=O)c2n1	3%	-6%	18µM*
CCOC(=O)C1C(=O)CC(C)(O)C(C(=O)OCC)C1c1ccc(F)cc1 (stereo unspecified)	0%	-13%	-2%
CC(NC(=O)c1cccc(S(=O)(=O)N(C)c2ccccc2)c1)c1cccnc1 (stereo unspecified)	1%	0%	18µM*
CCOc1c2ccccc2nn1CCO	-2%	3%	-1%
COc1ccccc1C(=O)NCC1(c2ccccc2)CCCC1	-5%	-7%	?
COc1ccc(-c2[nH]ncc2CNCCc2ncccc2C)cc1F	-2%	6%	-25%
CC(C)(C)C(=O)O/N=C(\N)c1ccc(-c2csnn2)cc1	-6%	9%	?
O=C(CN1CCN(c2ccccc2O)CC1)Nc1ccc([N+](=O)[O-])cc1Br	6%	-3%	23µM*
Cc1cc(C)n(C(=O)c2ccc(Cl)c(F)c2F)n1	5%	-1%	-4%
C[C@H]1[C@H](C)CC[C@]2(C)CC[C@]3(C)C(=CC(=O)C4[C@@]5(C)CC[C@H](O)C(C)(C)C5CC[C@]43C)[C@H]12 (stereo partly specified)	0%	-7%	?
CN(Cc1cccnc1)C(=O)c1cc(S(=O)(=O)Nc2ccccc2F)ccc1Cl	-1%	-3%	-23%
O=C1/C(=C\c2ccc(C(F)(F)F)cc2)CSc2sccc21	-8%	3%	8%
COC(=O)C(CC(=O)c1ccc(Br)cc1)n1nc(C)cc1C (stereo unspecified)	0%	-20%	?
COc1ccc(OC)c2sc(NC(=O)C3=COCCO3)nc12	-1%	-6%	-24%
COc1ccccc1N1CCN(C(=O)c2cc3c(=O)n4cccc(C)c4nc3s2)CC1	2%	-6%	?
O=C(CN1C(=O)c2cccc3cccc1c23)NC1CCCC1	.	-4%	?
O=C(c1ccccc1[N+](=O)[O-])N1CCN(Cc2ccc3c(c2)OCO3)CC1	3%	1%	-22%
CCCn1c(C)cc(/C=C(\C#N)C(=O)OCC(=O)N(C)c2c(N)n(Cc3ccccc3)c(=O)[nH]c2=O)c1C	2%	-5%	-28%
COc1ccc(-c2nc3ccccc3o2)cc1NC(=O)c1cc([N+](=O)[O-])ccc1N1CCOCC1	3%	1%	?
Cc1cc(C(=O)Nc2ccc(Br)cc2)cs1	?	-12%	7%
O=[N+]([O-])c1cc(C(F)(F)F)ccc1N1CCCNCC1	-3%	-26%	9%
O=C(NCc1ccncc1)c1cccc(NS(=O)(=O)c2ccc(F)c(F)c2)c1	2%	4%	-9%
Cc1ccccc1C1=N/C(=C/c2cccs2)C(=O)O1	7%	-9%	-10%
Cc1ccc(C)c(S(=O)(=O)N2CCN(C(=O)c3n[nH]c(=O)c4ccccc34)CC2)c1	1%[56.1 µM]	1%	?
COc1ccc(N(C)C(=O)c2oc(=O)c3ccccc3c2-c2ccccc2)c(OC)c1	8%	-4%	?
COc1ccccc1C(=O)Nc1ccc(C(=O)OCc2cc(=O)n3ccsc3n2)cc1	-14%	2%	-13%
COC(=O)C1CCN(C(=O)c2ccccc2NC(C)=O)CC1	3%	-3%	-3%
CCNC(=O)CSc1nnc(-c2cccc(S(=O)(=O)N3CCOCC3)c2)o1	-3%	3%	-18%

Next section; the last 2 above are carried over.
smiles	TDP1 inh	KAT2A inh	DT40 TDP1 no CPT
COC(=O)C1CCN(C(=O)c2ccccc2NC(C)=O)CC1	3%	-3%	-3%
CCNC(=O)CSc1nnc(-c2cccc(S(=O)(=O)N3CCOCC3)c2)o1	-3%	3%	-18%
O=C(CN1CCC(NC(=O)C2CC2)CC1)Nc1cccc(F)c1	-3%	-3%	7%
CN(Cc1ccon1)C(=O)CC1C(=O)NCCN1Cc1cccc(F)c1F (stereo unspecified)	1%	?	-1%
COc1ccc(NC(=O)CSc2nc3c(c(-c4cccs4)c2C#N)CN(C)CC3)cc1OC	5%	-6%	?
COc1ccc(CCC(=O)OCC(=O)NC(=O)c2ccc(Cl)cc2)cc1	0%	-4%	-28%
COc1ccc2c(c1)C(C)=CC(C)(C)N2C(=O)CSc1nnc(-c2ccc(C)cc2)o1	3%	-9%	?
COc1ccc(N(C(=O)c2ccncc2)S(=O)(=O)c2ccccc2)cc1	4%	-2%	-28%
COC(=O)[C@H](CCSC)NC(=O)c1ccc(NC[C@@H](N)CS)cc1-c1ccccc1	29%	-11%	.
O=C(CSc1ncn(-c2ccccc2)n1)N1CCc2ccccc21	-1%	-9%	6%
CN1CCN(C(=O)c2ccc(NS(=O)(=O)c3cccc([N+](=O)[O-])c3)cc2)CC1	-3%	0%	-21%
Cc1cccc(NC(=O)c2ccc(N3C(=O)C4C5C=CC(C6CC56)C4C3=O)cc2)c1 (stereo unspecified)	3%	-10%	?
COc1ccc(C2c3sc(=O)[nH]c3SC3C(=O)N(c4ccccc4)C(=O)C32)cc1 (stereo unspecified)	9%	-4%	-4%
CCOC(=O)c1ccc(N2C(=O)c3n[nH]c(C)c3C2c2ccc(O)cc2)cc1 (stereo unspecified)	3%	-5%	?
CCOc1ccc(C(C(=O)NCC2CCCO2)N(Cc2cccc(OC)c2)C(=O)c2snc(C(N)=O)c2N)cc1 (stereo unspecified)	13%	-7%	?
COc1cc(/C=C/C(=O)Nc2cccnc2)cc(OC)c1OC	5%	?	?
CCOC(=O)C1=C(C)N=c2s/c(=C\c3ccc(OCC(=O)O)c(OC)c3)c(=O)n2C1c1ccc(OC)cc1 (stereo unspecified)	.	-8%	7%
COc1ccc(CNC(=O)CN2CCN(c3cccc(C)c3C)CC2)cc1	.	-26%	?
Cc1cccc(CS(=O)(=O)CC2Nc3ccc(C(=O)NCc4ccccc4Cl)cc3NC2=O)c1 (stereo unspecified)	3%	-3%	?
O=C(c1cccc(N2C(=O)C3C4C=CC(C4)C3C2=O)c1)N1CCN(c2ccccc2)CC1 (stereo unspecified)	5%	3%	-14%
CS(=O)(=O)N(CC(=O)N1CCc2ccccc2C1)Cc1ccc(Cl)cc1	0%	-25%	-16%
COc1ccccc1N=C1SC(C)CN1C(=O)C1CCC1 (stereo unspecified)	6%	3%	.
O=S(=O)(c1ccccc1)N1N=C(c2ccc(O)cc2)CC1c1ccco1 (stereo unspecified)	6%	-10%	7.3µM*
Cc1ccc2c(=O)cc(C(=O)N(Cc3ccccc3Cl)C3CCS(=O)(=O)C3)oc2c1 (stereo unspecified)	2%	-7%	?

Arranged by molar mass (falling): some entries from above
smiles	TDP1 inh	KAT2A inh	DT40 TDP1 no CPT
CCOC(=O)C1=C(C)N=c2s/c(=C\c3ccc(OCC(=O)O)c(OC)c3)c(=O)n2C1c1ccc(OC)cc1 (stereo unspecified)	.	-8%	7%
COc1ccc(NC(=O)CSc2nc3c(c(-c4cccs4)c2C#N)CN(C)CC3)cc1OC	5%	-6%	?
COC(=O)[C@H](CCSC)NC(=O)c1ccc(NC[C@@H](N)CS)cc1-c1ccccc1	29%	-11%	.
COc1ccc2c(c1)C(C)=CC(C)(C)N2C(=O)CSc1nnc(-c2ccc(C)cc2)o1	3%	-9%	?
O=C(c1cccc(N2C(=O)C3C4C=CC(C4)C3C2=O)c1)N1CCN(c2ccccc2)CC1 (stereo unspecified)	5%	3%	-14%
COc1ccc(C2c3sc(=O)[nH]c3SC3C(=O)N(c4ccccc4)C(=O)C32)cc1 (stereo unspecified)	9%	-4%	-4%
CN1CCN(C(=O)c2ccc(NS(=O)(=O)c3cccc([N+](=O)[O-])c3)cc2)CC1	-3%	0%	-21%
Cc1cccc(NC(=O)c2ccc(N3C(=O)C4C5C=CC(C6CC56)C4C3=O)cc2)c1 (stereo unspecified)	3%	-10%	?
CCOC(=O)c1ccc(N2C(=O)c3n[nH]c(C)c3C2c2ccc(O)cc2)cc1 (stereo unspecified)	3%	-5%	?
COc1ccc(CCC(=O)OCC(=O)NC(=O)c2ccc(Cl)cc2)cc1	0%	-4%	-28%
O=S(=O)(c1ccccc1)N1N=C(c2ccc(O)cc2)CC1c1ccco1 (stereo unspecified)	6%	-10%	7.3µM*
COc1ccc(CNC(=O)CN2CCN(c3cccc(C)c3C)CC2)cc1	.	-26%	?
O=C(CSc1ncn(-c2ccccc2)n1)N1CCc2ccccc21	-1%	-9%	6%
O=C(CN1CCC(NC(=O)C2CC2)CC1)Nc1cccc(F)c1	-3%	-3%	7%
COc1cc(/C=C/C(=O)Nc2cccnc2)cc(OC)c1OC	5%	?	?
COc1ccccc1N=C1SC(C)CN1C(=O)C1CCC1 (stereo unspecified)	6%	3%	.
